M4 ag – agonists of human muscarinic M4 receptor (CHRM4). P08173. CHO-K1 hM4/Gqi5, Fluo-8 calcium fluorescence; vehicle 0%, full acetylcholine response 100%. activation, % at 3 µM. hit rate 0.14% among 360,000;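 active = activation above the run mean over all test wells plus 3 SD, cut at about 32% in these data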;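 note: peak over basal fluorescence ratio per well then scaled between controls; 0% = DMSO wells and 100% = acetylcholine at EC100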
Target sequence (P08173 whole entry, looked up): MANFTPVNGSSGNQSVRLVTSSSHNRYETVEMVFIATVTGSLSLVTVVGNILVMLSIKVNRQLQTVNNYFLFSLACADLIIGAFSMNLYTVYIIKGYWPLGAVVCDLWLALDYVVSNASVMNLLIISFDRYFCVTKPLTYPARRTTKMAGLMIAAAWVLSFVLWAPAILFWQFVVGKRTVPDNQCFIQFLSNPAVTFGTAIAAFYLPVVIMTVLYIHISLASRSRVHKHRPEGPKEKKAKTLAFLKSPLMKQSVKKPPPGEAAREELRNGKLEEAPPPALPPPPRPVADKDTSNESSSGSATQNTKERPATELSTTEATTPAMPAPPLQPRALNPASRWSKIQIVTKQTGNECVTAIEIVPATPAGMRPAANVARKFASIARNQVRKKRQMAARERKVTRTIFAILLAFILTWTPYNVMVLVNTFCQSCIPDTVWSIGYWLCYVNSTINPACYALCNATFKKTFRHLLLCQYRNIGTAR
CHRM4 antagonist – blocks acetylcholine activation of human M4 receptor. hit rate 0.73% among 360,000. CHO-hM4 cells, ACh EC80, Fluo-8 calcium fluorescence. P08173. AID 624125. inhibition, % at 3 µM;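 active = inhibition above its plate's cutoff, the mean inhibition of sample wells plus 3 SD, cut at about 27% in these data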;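 note: 0% = acetylcholine EC80 with DMSO and 100% = DMSO without agonist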
M5 antag – CHRM5 antagonism in calcium assay; CHO-hM5 cells, Fluo-8 calcium fluorescence, ACh EC80; inhibition, % at 3 µM; hit rate 0.59% among 360,000;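 active = inhibition above a per-plate cutoff, the mean of that plate's test compounds plus 3 SD, cut at about 27% in these data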;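 note: 0% = acetylcholine EC80 with DMSO and 100% = DMSO without agonist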
Target sequence (P08912 whole entry, looked up): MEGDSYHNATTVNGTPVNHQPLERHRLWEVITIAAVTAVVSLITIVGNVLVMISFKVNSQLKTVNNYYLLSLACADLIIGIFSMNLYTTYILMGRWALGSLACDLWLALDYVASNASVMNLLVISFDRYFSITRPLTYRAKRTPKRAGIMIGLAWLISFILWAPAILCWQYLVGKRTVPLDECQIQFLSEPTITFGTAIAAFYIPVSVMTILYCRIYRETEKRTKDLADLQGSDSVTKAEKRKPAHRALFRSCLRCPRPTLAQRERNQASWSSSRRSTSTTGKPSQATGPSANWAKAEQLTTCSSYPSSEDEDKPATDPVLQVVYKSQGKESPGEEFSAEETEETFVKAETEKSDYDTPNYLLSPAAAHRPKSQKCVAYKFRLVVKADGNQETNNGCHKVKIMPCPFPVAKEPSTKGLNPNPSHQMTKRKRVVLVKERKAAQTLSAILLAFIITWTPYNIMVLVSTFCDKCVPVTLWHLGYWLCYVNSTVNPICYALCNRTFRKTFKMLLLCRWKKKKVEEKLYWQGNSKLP
CRFR2-BP antag – antagonists of CRF-binding protein/CRF-R2 receptor complex; hit rate 0.59% among 350,000; inhibition, % at 11.8 µM; HEK293 CRF-R2/CRF-BP, CRF-induced calcium fluorescence;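 active = inhibition of the ligand-induced calcium signal above about 50% at the single tested concentration, limit read from the data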
IDE cell inh – inhibits human insulin-degrading enzyme in HEK cells | FAbetaB cleavage, fluorescence polarization | hit rate 0.41% among 320,000 | inhibition, % at 5.59 µM | P14735;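 active = percent inhibition above the average of all tested compounds plus 3 SD, set per screening campaign, cut at about 16% in these data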;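 note: IDE supplied by intact live HEK cells; FP after avidin binding of uncleaved biotin substrate so inhibition keeps polarization high; 0% = DMSO wells and 100% = 60 µM reference IDE inhibitor Ii1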
CRFBP-R2 agonist – CRF-BP/CRF-R2 complex agonism; HEK293 CRF-R2/CRF-BP, calcium dye fluorescence (FLIPR); percent of saturating CRF peptide response; activation, % at 13.2 µM; hit rate 0.46% among 350,000;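 active = activation of at least 50%, plus an integration ratio under a set limit after plate pattern correction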;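 note: plate controls were neutral control wells without compound for no effect and CRF at EC100 for full effect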
M5 ag – CHRM5 agonism in calcium assay. P08912. CHO-K1 hM5 cells, Fluo-8 calcium fluorescence; 0% DMSO wells, 100% maximal acetylcholine response. activation, % at 3 µM. hit rate 0.19% among 360,000;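 active = activation above the run's mean over test compounds plus 3 SD, cut at about 23% in these data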;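 note: signal is peak over basal fluorescence ratio across the kinetic read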
CHRM5 PAM – positive allosteric modulators of human muscarinic M5 receptor | P08912 | CHO-K1 hM5, Fluo-8 calcium, ACh EC20 PAM; 0% = ACh EC20, 100% = ACh EC100 | activation, % at 3 µM | hit rate 0.3% among 360,000;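 active = activation above the run cutoff, the mean activation of all test compounds plus 3 SD, cut at about 18% in these data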
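System: CHO-K1 hM5 cells. Reagent: acetylcholine, EC20 level. Compound dosing: single dose, 3 µM nominal final test concentration. Timing: Post-acetylcholine fluorescence recording 140 s. Detection: Fluo-8 calcium fluorescence. Read-out: % activation, ACh-normalized. Benchmarks: ACh EC20 and EC100 wells. Repeats: singlicate, one well per test compound.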
M4 PAM – potentiates acetylcholine response at human M4 receptor; CHO-K1 hM4/Gqi5, Fluo-8 calcium fluorescence, ACh EC20; 0% = ACh EC20, 100% = maximal ACh; hit rate 0.4% among 360,000; activation, % at 3 µM;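 active = activation above its plate's cutoff, the mean activation of sample wells plus 3 SD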; note: some results filed as inactive read as strong as hits
Numbers without * were called inactive; / = not tested or not shown.

mol	M4 ag	CHRM4 antagonist	M5 antag	CRFR2-BP antag	IDE cell inh	CRFBP-R2 agonist	M5 ag	CHRM5 PAM	M4 PAM
CCOC(=O)CCC(NC(=O)CCCCCCCCC(=O)NC(CCC(=O)OCC)C(=O)OCC)C(=O)OCC (configuration not stated)	2	-11	2	-14	6	-1.4	0	0	14
Cc1cc(NC(=O)CCC(=O)N(CC(=O)NC2CCCC2)Cc2ccc(F)cc2)no1	1	4	-1	7	-3	-0.9	-6	-5	-3
N/C(COc1ccc(Cl)cc1Cl)=N\NS(=O)(=O)c1ccccc1	1	1	0	-14	2	-6.2	-2	1	12
Cc1cccc(/N=C/c2c(O)[nH]c3ccccc23)n1	1	-5	-8	-1	2	-0.3	0	9	-4
Cc1ccc(NC(=O)c2cc(-c3ccc(F)cc3)on2)cc1C	0	3	7	-8	5	6.9	2	0	2
COc1ccc(-c2nnc(Nc3ccc(CC(N)=O)cc3)c3ccccc23)cc1	-2	4	6	16	6	-2.5	-2	-6	2
O=C(CCCOc1ccccc1)Nc1cc(S(=O)(=O)N2CCOCC2)ccc1N1CCOCC1	1	-11	4	2	0	-1.5	0	-7	10
COc1ccc(-n2c(Cc3cc(=O)[nH]c(=O)[nH]3)nnc2SCC(=O)Nc2cc(C(F)(F)F)ccc2Cl)cc1	1	-3	25	-14	-1	-2.5	-5	-11	5
CC(CCn1cccn1)NC(=O)c1cc(COc2ccc(F)cc2Cl)on1 (configuration not stated)	4	-1	4	5	1	-0.7	0	2	4
COc1cc(OCc2ccccc2)c(CC(=O)O)c([N+](=O)[O-])c1	-1	-16	3	-6	/	3.6	-2	-2	4
COC(=O)C[C@@H]1CC[C@H](NC(=O)Cc2ccccn2)[C@@H](CO)O1	1	-7	-2	/	/	/	1	3	12
O=[N+]([O-])c1cc2ccccc2c(O)c1O	0	-10	-5	7	/	-1.9	-2	1	0
CCCCC[C@@H]1C=C(C(=O)O)[C@H](c2ccc(CC)cc2)N1S(=O)(=O)c1ccc(C)cc1	0	-3	-6	41	-3	-1.3	2	-1	1
COC(=O)Nc1ccc(OC)c(OC)c1	2	0	-5	19	-2	-0.2	3	0	2
COc1ccc(CNC(=O)COc2cc(O)c3c(c2)OC(C)(C)CC3=O)cc1	6	-3	3	8	9	-0.5	3	-3	-5
CS(=O)(=O)Nc1ccc(N2CCCCC2)c(Cl)c1	1	1	2	-27	4	1.6	-2	-6	7
CCOC(=O)C1CCN(C(=O)COC(=O)c2ccccc2C(=O)c2ccc(Cl)cc2)CC1	18	6	18	2	2	-1.6	-1	-21	-2
Cn1c(=O)c2c(O)c(Cc3ccccc3)c(=O)[nH]c2n(C)c1=O	-1	3	-9	17	6	-0.6	-3	6	0
N#Cc1cnc(NCc2ccc(Cl)cc2Cl)nc1	1	2	6	-27	0	0.2	-4	0	6
COc1ccc(OCC(O)COc2ccc(OC)cc2)cc1	4	1	1	-3	-6	-1.9	-3	-6	2
COc1ccc(NC(C)=O)cc1NC(=O)CSc1nc2ncccc2[nH]1	0	0	4	2	2	2.0	0	3	8
Cc1cc(C)cc(OC(C)C(=O)Nc2ccc3c(c2)n(C)c(=O)n3C)c1 (configuration not stated)	2	13	-4	6	/	-6.2	3	16	-12
COc1ccc(C(=O)O)cc1S(=O)(=O)Nc1ccccc1-c1ccccc1	1	-6	16	1	5	0.7	-3	-2	3
COc1ccc(C=O)cc1CSc1nnc(COc2cccc3cccnc23)o1	7	-7	-1	13	4	1.4	0	-4	2
CCS(=O)(=O)N1CCCC(C(=O)NCCN2CCC(Cc3ccccc3)CC2)C1 (configuration not stated)	1	8	-7	7	-4	0.5	-6	7	0
CCS(=O)(=O)c1ccc2oc(=O)c(/C=C(\O)c3ccc(Cl)cc3)nc2c1	0	4	8	-8	4	1.3	-1	4	-3
CCOc1ccc(OCCC(=O)N(CCC(C)C)c2c(N)n(Cc3ccccc3)c(=O)[nH]c2=O)cc1	1	-2	1	22	4	-1.0	2	-2	1
CCNc1nc(SC(C)C(=O)Nc2ccccc2)nc(N2CCOCC2)n1 (configuration not stated)	0	-2	4	0	4	-0.5	2	2	-1
CC1CC(C)CN(Cc2nc(N)nc(Nc3ccccc3)n2)C1 (configuration not stated)	0	-3	0	-5	3	-1.9	-2	1	2
Cc1[nH]n(C(N)=S)c(=O)c1N=Nc1ccc(Cl)cc1Cl	4	-6	-1	45	-3	-2.5	1	-1	-2

Whole records, quoted from the list.
Profile of `CCNc1nc(SC(C)C(=O)Nc2ccccc2)nc(N2CCOCC2)n1` (configuration not stated) = M4 ag: 0; CHRM4 antagonist: -2; M5 antag: 4; CRFR2-BP antag: 0; IDE cell inh: 4; CRFBP-R2 agonist: -0.5; M5 ag: 2; CHRM5 PAM: 2; M4 PAM: -1
Profile of `Cc1cccc(/N=C/c2c(O)[nH]c3ccccc23)n1` = M4 ag: 1; CHRM4 antagonist: -5; M5 antag: -8; CRFR2-BP antag: -1; IDE cell inh: 2; CRFBP-R2 agonist: -0.3; M5 ag: 0; CHRM5 PAM: 9; M4 PAM: -4

Next section:
mol	M4 ag	CHRM4 antagonist	M5 antag	CRFR2-BP antag	IDE cell inh	CRFBP-R2 agonist	M5 ag	CHRM5 PAM	M4 PAM
Cc1cccc(OCC(=O)N/N=C/c2ccccc2C(=O)O)c1	2	1	6	0	-4	-0.3	3	2	-2
COc1ccc(-n2c(=O)cc(N3CCN(Cc4ccccc4)CC3)[nH]c2=O)cc1	1	-12	-4	4	5	1.1	-1	0	1
O=C(c1ccc(Cl)c(Cl)c1)N1CCC(=O)N(C(COCc2cccc(C(F)(F)F)c2)Cc2ccccc2)CC1 (configuration not stated)	5	6	8	-12	-2	1.5	3	2	1
COc1cccc(C(O)c2nc(-c3cccc(C(F)(F)F)c3)cs2)c1 (configuration not stated)	1	-7	0	/	/	/	1	1	-1
Cc1ccc(S(=O)(=O)N(CC(=O)N2CCc3ccccc3C2)c2cccc(Cl)c2)cc1	3	-2	0	-31	4	1.4	-4	-4	-5
Cc1cccc(NC(=O)N(Cc2cc3cc(C)cc(C)c3[nH]c2=O)CC2COCCO2)c1 (configuration not stated)	1	10	15	-11	0	-5.9	-4	-5	-4
CN1C(=O)C(c2cn(C)c3ccccc23)(c2cn(C)c3ccccc23)c2cc(F)ccc21	2	6	0	/	/	/	-3	2	-1
COc1ccc(Nc2nc3ccccc3n2C)cc1	-1	15	11	-7	0	-1.1	-2	-6	-8
COCCn1ccc(O)c(Cc2ccccc2)c1=O	0	-6	3	-7	4	0.5	-1	6	13
O=C(O)CC(c1ccc(Cl)cc1)n1cccc1 (configuration not stated)	0	4	-4	-14	1	1.6	-3	-2	-4
Cc1ccc(-c2nc(CS(=O)(=O)CC(=O)NCc3cccc(F)c3)c(C)o2)cc1	0	-8	-3	8	3	-0.4	-2	0	2
COCCCN1C(=O)C(CC(=O)NC2CCCCC2)CC(C(=O)N2CCCCCC2)=C1C (configuration not stated)	0	-15	-7	/	/	/	0	-5	3
Cc1ccc(C(=O)Nc2ccc(C)c(S(=O)(=O)Nc3ccccc3Cl)c2)s1	3	17	5	-8	7	-0.7	-1	-9	-7
O=C(Nc1nonc1-c1ccc(F)cc1)c1ccco1	-1	10	19	1	1	-1.0	-6	-9	9
Cn1nnc(NC(=O)c2ccc(Br)o2)n1	0	-1	6	5	10	-0.1	-4	-3	1
Cc1ccc2ncnc(Nc3cccc([N+](=O)[O-])c3)c2c1	3	0	14	-13	-2	-3.0	1	-4	-6
CC(C)N1CC(COc2ccc(Br)cc2)OC1=O (configuration not stated)	3	-1	5	7	4	0.0	-1	4	-2
COc1ccc(NC(=O)CN2C(=O)COc3ccccc32)cc1OC	1	-6	6	16	-1	2.8	3	-1	-1
CS(=O)(=O)N(CC(=O)Nc1ccccc1-c1ccccc1)c1ccccc1	1	4	9	-52	2	-0.4	0	-2	-4
O=C1OC(NC(=O)c2ccccc2)C(N2CCOCC2)=C1Cl (configuration not stated)	0	-1	4	0	-3	-0.7	1	-3	-1
Cn1c(CCN2CCCCC2)nc2cc(NC(=O)COc3ccc(Cl)cc3)ccc21	1	8	0	4	-9	0.2	-10	3	-4
Cc1cccc(C2c3[nH]c4ccccc4c3CCN2Cc2ccc(C)s2)n1 (configuration not stated)	0	2	6	-37	3	-1.5	-7	4	0
O=C1COc2ccc(C(=O)CSc3nnc(Cc4cccs4)n3-c3ccc(Cl)cc3)cc2N1	0	-5	6	-30	4	2.8	3	-3	5
O=C1NC2(CCCCC2)CO1	1	-4	9	2	-1	0.3	1	-5	9
Cc1sc(NC(=O)C2CCCCC2C(=O)O)c(C(N)=O)c1-c1ccc(C(C)(C)C)cc1 (configuration not stated)	0	-11	-9	31	3	104*	3	7	6
Cc1sc2ncnc(N3CCC(C(=O)N(C)CC(=O)Nc4ccccc4Br)CC3)c2c1C	17	2	9	-8	8	-0.2	0	-12	-6
Cc1cc(C(=O)NNC(=S)NC(C)c2ccccc2)cs1 (configuration not stated)	2	-8	5	-5	-4	-1.6	-1	-7	4
CN(NC(=O)c1ccccc1F)c1nc(C(F)(F)F)nc2ccccc12	2	-9	4	-20	1	-1.7	-3	5	4
COc1cccc(NC(=O)c2cncs2)c1	2	-9	-4	-3	3	-0.5	-2	1	2
O=C(COC(=O)c1cc([N+](=O)[O-])ccc1N1CCOCC1)NCc1ccccc1	3	-12	3	-5	/	0.2	1	-6	2
Cc1cccc(C)c1N(CC(=O)N1CCN(C)CC1)S(C)(=O)=O	0	-7	-12	13	-3	-1.8	-10	6	3
COc1ccc(CN(C)CC2CCCN(CCc3ccc(Cl)cc3)C2)cc1OC (configuration not stated)	2	2	4	-10	0	1.8	-1	-5	-8
COc1ccc(S(=O)(=O)N(C)C[C@@H]2OCc3cnnn3CCCC(=O)N([C@@H](C)CO)C[C@@H]2C)cc1	1	-17	-5	10	/	-0.3	1	-3	19*
Cc1nnsc1-c1c(C(=O)N2CCOCC2)c(C)nn1-c1ccc(Cl)cc1	2	-14	8	17	5	3.8	-3	4	-2
O=c1cc(-c2ccccc2Cl)oc2c(NS(=O)(=O)c3cccc4nsnc34)ccc(O)c12	2	-6	2	-5	-2	-0.6	1	1	4
Cc1c(NC(=O)COc2ncnc3c(Cl)cc(Cl)cc23)c(=O)n(-c2ccccc2)n1C	0	-2	-12	-2	0	0.8	1	3	10
O=C(Cc1cccc2ccccc12)NN1C(=O)C2C(C1=O)C1C=CC2C12CC2 (configuration not stated)	2	-3	-3	-17	-1	0.3	-2	12	1
CCC1NC(=O)c2cc3ccccc3cc2-n2c1nc1ccc(F)cc1c2=O (configuration not stated)	1	2	12	-4	/	2.2	1	-2	7
Cc1c(NC(=O)c2ccc(S(=O)(=O)N(C)c3ccccc3)cc2)c(=O)n(-c2ccccc2)n1C	2	-7	8	-3	-2	-0.5	-1	2	-1

High-throughput results deposited in PubChem BioAssay by several laboratories.
